# From PubChem
# PGC1a acetyl inh: lowers PGC1a acetylation signal in U2OS cells | AlphaScreen anti-acetyl-lysine; with virally co-expressed GCN5 acetyltransferase | inhibition, % at 15.6 µM | hit rate 0.17% among 350,000 | AID 651687;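 active means every replicate shows inhibition of at least 40%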;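 further: 0% = neutral control wells and 100% = positive control wells; some results beyond the cut were filed as inactive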
# ERAP1 inh: blocks human ERAP1 aminopeptidase activity; recombinant ERAP1, Leu-AMC fluorescence, 60 min; inhibition, % at 10.7 µM; hit rate 0.15% among 340,000; AID 652197;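 active means mean replicate inhibition of at least 30%, or all replicates individually reaching that 30% level; inactive means mean below 30% and not every replicate reaching it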;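 further: 0% = neutral control wells and 100% = L-leucinethiol positive control wells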
# Target sequence (Q9NZ08 whole entry, looked up): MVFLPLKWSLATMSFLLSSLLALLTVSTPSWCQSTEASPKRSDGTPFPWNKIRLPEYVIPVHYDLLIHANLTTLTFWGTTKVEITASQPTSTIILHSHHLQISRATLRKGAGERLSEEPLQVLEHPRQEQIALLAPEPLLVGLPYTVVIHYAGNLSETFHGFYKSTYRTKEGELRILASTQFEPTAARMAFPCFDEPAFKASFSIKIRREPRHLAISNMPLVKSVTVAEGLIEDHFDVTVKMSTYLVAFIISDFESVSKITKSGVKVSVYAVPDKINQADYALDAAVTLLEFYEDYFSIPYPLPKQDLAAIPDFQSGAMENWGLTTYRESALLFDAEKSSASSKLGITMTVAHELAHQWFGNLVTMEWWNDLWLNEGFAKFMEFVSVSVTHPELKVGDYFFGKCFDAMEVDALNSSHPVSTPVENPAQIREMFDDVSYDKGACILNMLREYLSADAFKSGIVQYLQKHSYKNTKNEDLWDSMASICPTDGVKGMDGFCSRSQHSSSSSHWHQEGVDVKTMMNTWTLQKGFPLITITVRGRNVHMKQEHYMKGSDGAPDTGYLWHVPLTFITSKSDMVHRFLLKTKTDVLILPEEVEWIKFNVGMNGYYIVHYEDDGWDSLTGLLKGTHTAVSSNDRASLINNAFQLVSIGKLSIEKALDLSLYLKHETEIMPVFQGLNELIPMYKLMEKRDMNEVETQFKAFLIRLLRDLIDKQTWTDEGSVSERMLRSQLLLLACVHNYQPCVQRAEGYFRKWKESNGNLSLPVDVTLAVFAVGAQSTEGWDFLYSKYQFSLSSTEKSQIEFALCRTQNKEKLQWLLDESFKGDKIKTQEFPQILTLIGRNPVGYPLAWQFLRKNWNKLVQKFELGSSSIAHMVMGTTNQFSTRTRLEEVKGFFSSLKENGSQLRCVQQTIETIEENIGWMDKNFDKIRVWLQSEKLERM
# PAX8 inh HTS: inhibitors of PAX8 transcriptional activity in RMG-I cells; RMG-I TPO-luciferase reporter, SteadyGlo, 24 h; inhibition, % at 12.6 µM; hit rate 1.2% among 360,000; AID 652154;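 active means mean replicate inhibition at least 60% with every replicate also reaching 60%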;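 further: luciferase light reporting Pax8 driven TPO promoter activity; plate controls were median of neutral control wells for no effect and mitoxantrone controls for full effect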
# PglD DTNB: inhibitors of Campylobacter jejuni PglD acetyltransferase; inhibition, % at 12.5 µM; hit rate 0.098% among 360,000; purified PglD enzyme, DTNB colorimetric CoA detection; in the data active means inhibition above about 16%, passing the limit was not always enough; further: strong numbers were not always called active
# FN deposition inh: fibronectin deposition inhibition. AH1F fibroblasts, Alexa488-fibronectin deposition fluorescence, overnight. inhibition, % at 12.6 µM. hit rate 0.086% among 350,000;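 active means mean inhibition across replicates of 30% or more, regardless of how many single replicates reach that level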;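 further: positive control wells lacked labelled fibronectin entirely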
#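 Assay system: AH1F fibroblasts assembling fluorescent fibronectin matrix; Amount: 10000 AH1F cells per well; Buffer or medium: DMEM, 2% serum; Probe or stimulus: Alexa488-fibronectin, 24 nM final in well; Doses: single compound dose, delivered by pin transfer; Incubation: 1 h adhesion, overnight exposure; Measured by: fluorescence 485/525 nm; Read-out: fibronectin deposition inhibition.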
# EWS-Fli block: inhibitors of EWS/Fli oncoprotein transcriptional activity; hit rate 0.67% among 350,000; inhibition, % at 12.6 µM; A673 NR0B1-luciferase reporter, viability-normalised; AID 651661;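 active means mean inhibition of at least 50% after viability correction, with every replicate also passing that limit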;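 further: firefly luciferase signal divided by Alamar Blue viability fluorescence both relative to DMSO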
# LGR2 antag: Drosophila LGR2 receptor signaling inhibition; inhibition, % at 9.99 µM; hit rate 0.35% among 380,000; HEK293 LGR2, CRE-luciferase, bursicon-stimulated, 4 h;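 active means drop in luminescence signal, shown as inhibition above about 50% in the replicate tests, limit read from the data, passing the limit was not always enough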;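 further: agonist challenge used bursicon conditioned medium at about half maximal strength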
# S100A4 MyoIIA: blocks human S100A4 binding to myosin IIA peptide | P26447 | hit rate 0.14% among 360,000 | AID 652163 | S100A4/TAMRA-MyoIIA peptide fluorescence polarization | inhibition, % at 10.7 µM;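 active means mean inhibition of at least 70% across replicates, with every replicate also reaching that level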
# Target sequence (P26447 whole entry, looked up): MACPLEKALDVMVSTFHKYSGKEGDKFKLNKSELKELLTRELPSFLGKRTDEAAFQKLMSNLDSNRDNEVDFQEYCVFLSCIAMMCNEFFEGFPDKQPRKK
#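 incubation = readout 5 min after mixing, signal stable up to 60 min | system = S100A4 monomer protein | buffer or medium = HEPES pH 7.2 with CaCl2, KCl, NaCl, DTT, Triton | benchmarks = neutral control DMSO, positive control TFP | also added = fluorescent myosin IIA peptide, 5 nM | compound dosing = one concentration per compound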
# * hit, by the source's call; x = no result given. Not a hit list; any-hit rate near 2.1%.
SMILES,PGC1a acetyl inh,ERAP1 inh,PAX8 inh HTS,PglD DTNB,FN deposition inh,EWS-Fli block,LGR2 antag,S100A4 MyoIIA
O=C(NNC(=O)C1CCN(Cc2cccc(F)c2)CC1)c1cccs1,x,-4,10,0,11,3,x,-1
COc1cc2nc(N3CCN(C(=O)OCc4ccccc4)[C@H](C(=O)NC(C)(C)C)C3)nc(N)c2cc1OC,-14,-1,11,3,-3,14,x,-1
COC(=O)C(CC(=O)c1ccc(C)cc1)n1cccn1 (centres undefined),8,0,35,6,1,-2,-3,1
COc1cc(SC)ccc1C(=O)Nc1ccc2ncccc2c1,x,-2,-100,2,2,-56,-5,-1
O=C(O)C[C@H]1C[C@H]2c3cc(NC(=O)Nc4ccc(F)cc4)ccc3O[C@H]2[C@@H](CO)O1,3,1,x,-1,3,-2,9,-7
COc1cc(NC(=O)c2ccccc2F)ccc1NC(=O)c1ccccc1Cl,x,7,-26,x,x,-15,-14,1
COc1ccccc1CNS(=O)(=O)c1cc(C(=O)N(C)Cc2cccnc2)c(Cl)cc1Cl,2,2,5,5,5,2,-7,-4
COc1cc(OC)cc(C(=O)Nc2ccc([N+](=O)[O-])cn2)c1,-5,x,-25,-1,-2,x,-33,x
NS(=O)(=O)c1ccc(CCNC(=O)CCc2nc3ccccc3s2)cc1,7,-1,-12,4,-6,0,-8,-2
O=C(Nc1cccc2c1CCCC2)c1cc([N+](=O)[O-])cc([N+](=O)[O-])c1,-1,1,23,2,2,-8,-17,-6
CC/C(=N\NC(=O)C1CCCC1)c1ccc(Br)cc1,x,2,-13,0,8,x,-4,-2
CCOC(=O)NCCc1c(C)nc2c(c(C)nn2C(C)(C)C)c1C,-8,x,-7,9,-8,x,x,x
Cc1ccc(C)c(S(=O)(=O)N2CCCOC2CNC(=O)C(=O)NCCc2ccccc2)c1 (centres undefined),5,3,x,3,2,4,2,-2
Cc1ccc2c(cnn2C(=O)CCCC(=O)NCc2cccc(F)c2)c1,-3,2,-55,1,-1,-12,-62,-4
O=C(c1cccnc1)N1CC(=O)N2[C@H](CO)[C@H](c3ccc(/C=C/c4ccccc4)cc3)[C@@H]2C1,-21,2,-26,x,x,6,0,-13
C[C@@H]1CN([C@@H](C)CO)C(=O)c2cc(NC(=O)C3CC3)ccc2O[C@@H]1CN(C)S(=O)(=O)c1cccs1,9,0,-3,-4,x,-2,6,0
Cc1cc(C)n(-c2ccc(C(=O)NCC(=O)Nc3cc(Cl)ccc3Cl)cc2)n1,x,-1,3,-1,6,-3,9,-6
Cc1ccc(/C=C2\SC(=S)N(NS(=O)(=O)c3ccc(C)cc3)C2=O)cc1,15,2,-23,-13,0,-4,5,-2
O=C(NNC1=Nc2cccc3cccc1c23)c1ccc(Br)cc1,0,-10,60,x,0,19,-28,3
CCOC(=O)/C(C(C)=O)=C1/OC(=O)c2ccccc21,5,-3,x,3,x,4,-3,0
CO[C@H]1CN(C)C(=O)c2ccc(NS(=O)(=O)c3ccccc3Cl)cc2OC[C@@H](C)NC[C@H]1C,2,x,x,x,-10,4,12,x
Cc1ccc(C2OCC3(CO2)COC(c2ccc(C)cc2)OC3)cc1 (centres undefined),x,6,18,x,1,-6,-29,-5
CCN(CC)c1ncnc2c1ncn2[C@H]1CN(Cc2cc(OC)c(OC)c(OC)c2)C[C@@H](CO)O1,5,-6,5,-1,7,-6,-5,-8
Cc1cc(C)c(NC(=S)NC(=O)c2ccc(-c3ccccc3)cc2)c(C)c1,-1,4,-3,0,0,-28,x,5
O=C(CSc1ccccc1F)Nc1ccc2c(c1)OCO2,3,0,-18,-8,-1,-39,-40,-1
CC1=NOC(=O)/C1=C/c1ccc(O)c(Cl)c1,4,1,28,-1,6,-11,-4,-12
CCCNC(=O)N1[C@H](C#N)[C@@H](c2ccc(-c3cccc(OC)c3)cc2)[C@@H]1CO,-8,2,1,0,9,2,9,7
O=C(CSc1n[nH]c(-c2ccccc2O)n1)NC1CCCCC1,-2,-4,17,5,-2,0,-2,-3
O=C(C[C@H]1C=C[C@@H](NS(=O)(=O)c2ccc(F)cc2)[C@@H](CO)O1)NCCN1CCCCC1,1,1,-10,3,x,4,-5,-6
COc1ccc([C@H]2CC(=O)c3c(O)cc(O)cc3O2)cc1O,2,1,-15,x,6,-14,-32,-1
C#CCN(CC=C(C)C)[C@H](CO)c1ccccc1,0,-2,-6,2,x,-5,x,12
Cc1ccc(/C=N/N2CCN(C3c4ccccc4-c4ccccc43)CC2)s1,x,3,-6,x,-7,-7,x,-2
CC1=NN(C(=O)CSCc2ccccc2)C(O)(c2ccc(Cl)cc2)C1 (centres undefined),5,2,20,x,11,-15,-4,3
COc1ccc(OC)c(-c2csc(N(CC3CCCO3)C(=O)Cc3ccccc3)n2)c1 (centres undefined),-21,-5,-11,x,x,2,-29,0
CCOC(=O)N1CCN=C1SCc1ccc(Cl)c(Cl)c1,-3,1,-8,-3,1,0,-7,-3
C[C@@H]1CN([C@H](C)CO)C(=O)c2cc(C3=CCCCC3)cnc2O[C@H]1CN(C)C(=O)c1cccc(F)c1,1,4,2,3,x,0,-10,0
CC(/C=N/NC(=O)CN1CCN(Cc2ccc(Cl)cc2)CC1)=C\c1ccco1,x,0,4,x,9,2,x,-2
C[C@H]1CN([C@@H](C)CO)C(=O)c2cc(C#CCN(C)C)cnc2O[C@H]1CN(C)C(=O)CN1CCOCC1,0,1,2,0,8,-10,7,4
O=C(COc1ccc(Cl)cc1[N+](=O)[O-])N/N=C/c1cccs1,x,1,-15,-1,-3,-17,-26,-1
Oc1ccc(-c2c(-c3ccsc3)sc3ccccc23)cc1,2,-2,-20,3,7,4,2,1

# Part of the list above in a different format:
molecule	PGC1a acetyl inh	ERAP1 inh	PAX8 inh HTS	PglD DTNB	FN deposition inh	EWS-Fli block	LGR2 antag	S100A4 MyoIIA
Cc1ccc(C2OCC3(CO2)COC(c2ccc(C)cc2)OC3)cc1 (centres undefined)	x	6	18	x	1	-6	-29	-5
CCN(CC)c1ncnc2c1ncn2[C@H]1CN(Cc2cc(OC)c(OC)c(OC)c2)C[C@@H](CO)O1	5	-6	5	-1	7	-6	-5	-8
Cc1cc(C)c(NC(=S)NC(=O)c2ccc(-c3ccccc3)cc2)c(C)c1	-1	4	-3	0	0	-28	x	5
O=C(CSc1ccccc1F)Nc1ccc2c(c1)OCO2	3	0	-18	-8	-1	-39	-40	-1
CC1=NOC(=O)/C1=C/c1ccc(O)c(Cl)c1	4	1	28	-1	6	-11	-4	-12
CCCNC(=O)N1[C@H](C#N)[C@@H](c2ccc(-c3cccc(OC)c3)cc2)[C@@H]1CO	-8	2	1	0	9	2	9	7
O=C(CSc1n[nH]c(-c2ccccc2O)n1)NC1CCCCC1	-2	-4	17	5	-2	0	-2	-3
O=C(C[C@H]1C=C[C@@H](NS(=O)(=O)c2ccc(F)cc2)[C@@H](CO)O1)NCCN1CCCCC1	1	1	-10	3	x	4	-5	-6
COc1ccc([C@H]2CC(=O)c3c(O)cc(O)cc3O2)cc1O	2	1	-15	x	6	-14	-32	-1
C#CCN(CC=C(C)C)[C@H](CO)c1ccccc1	0	-2	-6	2	x	-5	x	12
Cc1ccc(/C=N/N2CCN(C3c4ccccc4-c4ccccc43)CC2)s1	x	3	-6	x	-7	-7	x	-2
CC1=NN(C(=O)CSCc2ccccc2)C(O)(c2ccc(Cl)cc2)C1 (centres undefined)	5	2	20	x	11	-15	-4	3
COc1ccc(OC)c(-c2csc(N(CC3CCCO3)C(=O)Cc3ccccc3)n2)c1 (centres undefined)	-21	-5	-11	x	x	2	-29	0
CCOC(=O)N1CCN=C1SCc1ccc(Cl)c(Cl)c1	-3	1	-8	-3	1	0	-7	-3
C[C@@H]1CN([C@H](C)CO)C(=O)c2cc(C3=CCCCC3)cnc2O[C@H]1CN(C)C(=O)c1cccc(F)c1	1	4	2	3	x	0	-10	0
CC(/C=N/NC(=O)CN1CCN(Cc2ccc(Cl)cc2)CC1)=C\c1ccco1	x	0	4	x	9	2	x	-2

# Going on with the list.
SMILES,PGC1a acetyl inh,ERAP1 inh,PAX8 inh HTS,PglD DTNB,FN deposition inh,EWS-Fli block,LGR2 antag,S100A4 MyoIIA
NC(=O)C1CCN(c2nc(-c3ccc(F)cc3)cs2)CC1,x,0,-19,2,9,-3,-5,2
CC(C)=CCN1CCN(Cc2cn(C(C)C)c3ccccc23)CC1CCO (centres undefined),x,-1,22,-13,2,15,-3,-4
COc1cccc(C(=O)N2C[C@@H]3[C@H](c4ccccc42)[C@H](CO)N3C(=O)c2cccc(F)c2)c1,-3,1,-4,-7,-4,-4,-1,-5
CC(OC(=O)c1ccc(-n2cnnn2)cc1)C(=O)N(C)c1ccccc1 (centres undefined),3,1,6,-4,x,9,9,-2
O=C(CCC(=O)N1CCOc2ccccc21)NCCc1ccccc1,-3,4,-5,-1,4,-5,-30,-6
C[C@@H]1CN([C@H](C)CO)C(=O)c2cc(NS(=O)(=O)c3cccs3)ccc2O[C@H]1CN(C)C(=O)Nc1ccc(F)cc1,1,-1,x,-3,-9,-3,21,-5
CCOC(=O)c1ccc2c(c1)N(CC#N)C(=O)C(C)(C)O2,x,-1,-9,-2,3,3,-1,2
Cc1cc(C(C)(C)C)cc(C)c1S(=O)(=O)N1CCN(C(=O)c2cc([N+](=O)[O-])c[nH]c2=O)CC1,x,3,22,-8,-1,4,1,-1
Cc1cc(NC(=O)c2ocnc2C)no1,9,x,x,2,-2,x,-3,x
N#Cc1ccc(Cn2c(-c3ccc(F)cc3)noc2=O)cc1,-13,-2,-1,-6,3,16,8,-8
COc1cc2c(cc1NC(=O)c1cccnc1)CCCC2,-13,x,-81,4,-5,x,x,x
O=[N+]([O-])c1cc([N+](=O)[O-])c(Oc2ccc(Br)cc2Br)cc1NN1CCCCC1,x,1,-19,5,-1,0,-6,-5
Cc1ccccc1/C=C1\Oc2ccccc2C1=O,4,1,10,1,-4,-37,-37,2
C[C@H](CO)N1C[C@H](C)[C@@H](CN(C)C(=O)Cc2ccccc2)Oc2ncc(-c3ccccc3)cc2C1=O,-3,3,x,1,x,0,13,-23
COCC(=O)N1C[C@H](C)[C@@H](OC)CN(C)C(=O)c2ccc(NC(=O)C3CCC3)cc2OC[C@@H]1C,1,0,x,x,-2,6,18,2
COc1cccc(C(=O)N2CCOCC2)c1,4,-1,-6,x,-2,1,6,4
CN1C(=O)c2cc(NS(C)(=O)=O)ccc2OC[C@@H]2O[C@@H](CC(=O)NC3CCCCC3)CC[C@H]21,x,-2,-4,1,-110,5,0,1
